Screening data (PubChem)
mHTT CaM bind – inhibitors of human mutant huntingtin-calmodulin interaction; AID 1671202; inhibition, % at 15 µM; P42858; hit rate 3.6% among 190,000; AlphaScreen His-mHTT/GST-CaM binding, luminescence;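 also: 0% = both proteins with DMSO and 100% = one protein alone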
Target sequence (P42858 whole entry, looked up, stated change not applied): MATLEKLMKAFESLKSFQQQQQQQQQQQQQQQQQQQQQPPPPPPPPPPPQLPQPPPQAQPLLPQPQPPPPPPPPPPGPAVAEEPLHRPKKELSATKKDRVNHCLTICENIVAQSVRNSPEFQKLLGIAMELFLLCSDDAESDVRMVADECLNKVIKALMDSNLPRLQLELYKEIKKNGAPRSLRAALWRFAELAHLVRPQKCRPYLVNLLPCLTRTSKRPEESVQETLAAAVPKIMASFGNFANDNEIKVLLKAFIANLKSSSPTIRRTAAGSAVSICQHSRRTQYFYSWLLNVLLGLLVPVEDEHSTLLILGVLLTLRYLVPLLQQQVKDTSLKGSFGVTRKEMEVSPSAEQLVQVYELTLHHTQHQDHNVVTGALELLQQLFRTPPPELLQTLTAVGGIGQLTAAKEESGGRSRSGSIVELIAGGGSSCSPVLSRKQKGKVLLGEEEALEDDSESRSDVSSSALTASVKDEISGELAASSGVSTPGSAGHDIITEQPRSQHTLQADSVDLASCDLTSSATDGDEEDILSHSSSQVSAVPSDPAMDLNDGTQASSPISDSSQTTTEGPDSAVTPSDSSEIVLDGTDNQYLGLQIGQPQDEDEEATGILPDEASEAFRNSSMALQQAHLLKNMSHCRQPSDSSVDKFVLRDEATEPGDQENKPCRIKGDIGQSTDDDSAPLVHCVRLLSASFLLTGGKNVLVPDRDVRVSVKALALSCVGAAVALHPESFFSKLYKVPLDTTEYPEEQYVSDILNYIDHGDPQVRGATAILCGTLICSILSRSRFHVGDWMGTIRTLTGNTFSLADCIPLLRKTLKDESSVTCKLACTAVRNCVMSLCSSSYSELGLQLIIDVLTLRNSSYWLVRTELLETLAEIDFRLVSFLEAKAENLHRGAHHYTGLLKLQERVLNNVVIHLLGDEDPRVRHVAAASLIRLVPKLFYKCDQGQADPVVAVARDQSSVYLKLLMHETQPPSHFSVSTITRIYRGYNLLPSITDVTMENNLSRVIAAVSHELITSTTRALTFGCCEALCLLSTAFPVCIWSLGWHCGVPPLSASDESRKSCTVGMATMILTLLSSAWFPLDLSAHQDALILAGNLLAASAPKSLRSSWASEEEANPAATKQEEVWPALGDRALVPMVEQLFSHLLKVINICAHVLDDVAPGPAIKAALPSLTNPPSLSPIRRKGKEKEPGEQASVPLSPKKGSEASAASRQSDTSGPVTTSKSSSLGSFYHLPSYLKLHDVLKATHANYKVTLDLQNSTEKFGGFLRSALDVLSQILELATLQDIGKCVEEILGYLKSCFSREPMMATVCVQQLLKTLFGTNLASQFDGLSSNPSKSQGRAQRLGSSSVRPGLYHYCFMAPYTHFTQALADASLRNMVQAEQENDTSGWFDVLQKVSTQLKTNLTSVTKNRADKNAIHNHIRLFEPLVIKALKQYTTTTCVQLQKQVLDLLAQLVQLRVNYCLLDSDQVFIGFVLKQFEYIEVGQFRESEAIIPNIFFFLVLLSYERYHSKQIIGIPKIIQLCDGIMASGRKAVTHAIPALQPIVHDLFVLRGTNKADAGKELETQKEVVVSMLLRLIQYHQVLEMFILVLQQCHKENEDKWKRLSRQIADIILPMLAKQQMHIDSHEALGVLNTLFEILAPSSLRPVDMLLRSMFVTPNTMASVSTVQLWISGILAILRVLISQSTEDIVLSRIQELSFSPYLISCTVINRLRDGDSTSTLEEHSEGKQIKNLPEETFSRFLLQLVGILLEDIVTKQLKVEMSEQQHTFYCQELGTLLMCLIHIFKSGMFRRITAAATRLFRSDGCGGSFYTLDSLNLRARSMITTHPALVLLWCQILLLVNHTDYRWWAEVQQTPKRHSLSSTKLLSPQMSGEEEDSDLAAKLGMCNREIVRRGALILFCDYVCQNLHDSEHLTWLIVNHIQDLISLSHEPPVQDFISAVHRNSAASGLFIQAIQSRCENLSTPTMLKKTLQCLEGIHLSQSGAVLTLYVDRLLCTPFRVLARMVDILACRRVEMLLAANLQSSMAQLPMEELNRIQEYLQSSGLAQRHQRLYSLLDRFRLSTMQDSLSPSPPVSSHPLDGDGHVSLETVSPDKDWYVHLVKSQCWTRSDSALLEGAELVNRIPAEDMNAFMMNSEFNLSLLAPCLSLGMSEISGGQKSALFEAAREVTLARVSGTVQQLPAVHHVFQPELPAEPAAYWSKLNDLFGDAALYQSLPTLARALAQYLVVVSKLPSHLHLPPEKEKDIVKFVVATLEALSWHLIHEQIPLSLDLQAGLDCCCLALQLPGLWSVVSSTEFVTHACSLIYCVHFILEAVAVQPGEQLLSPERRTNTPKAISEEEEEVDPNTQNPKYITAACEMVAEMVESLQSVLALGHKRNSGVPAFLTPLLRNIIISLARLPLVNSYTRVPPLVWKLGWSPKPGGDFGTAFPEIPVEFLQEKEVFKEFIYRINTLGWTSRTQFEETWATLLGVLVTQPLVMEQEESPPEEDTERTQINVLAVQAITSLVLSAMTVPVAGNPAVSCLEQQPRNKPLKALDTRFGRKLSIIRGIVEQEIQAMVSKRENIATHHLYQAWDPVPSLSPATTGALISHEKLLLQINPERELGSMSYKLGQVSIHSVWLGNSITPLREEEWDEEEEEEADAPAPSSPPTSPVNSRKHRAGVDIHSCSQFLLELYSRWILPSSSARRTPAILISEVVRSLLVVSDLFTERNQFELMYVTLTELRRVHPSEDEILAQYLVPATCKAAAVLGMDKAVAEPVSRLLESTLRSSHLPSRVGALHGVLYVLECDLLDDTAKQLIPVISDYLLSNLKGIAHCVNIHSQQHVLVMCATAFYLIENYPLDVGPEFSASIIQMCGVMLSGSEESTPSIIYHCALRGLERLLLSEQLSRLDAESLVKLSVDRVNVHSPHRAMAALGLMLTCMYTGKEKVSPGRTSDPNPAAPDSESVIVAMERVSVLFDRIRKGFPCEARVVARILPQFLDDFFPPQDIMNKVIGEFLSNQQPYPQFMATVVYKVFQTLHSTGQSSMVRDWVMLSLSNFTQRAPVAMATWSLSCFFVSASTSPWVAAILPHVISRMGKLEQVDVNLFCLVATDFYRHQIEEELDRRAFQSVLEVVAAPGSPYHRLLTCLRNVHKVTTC
Pf apPOL inh – Pf-apPOL DNA polymerase inhibition | Recombinant Pf-apPOL, molecular beacon fluorescence, 1.5 h | inhibition, % at 10 µM | hit rate 0.25% among 210,000 | AID 1794808
Numbers without * were called inactive; x = not tested or not shown; & = joins results of further samples. Rule as the data show it: active = inhibition above about 50%; inactive = the rest.

Sample of the layout, 3 compounds:
SMILES	mHTT CaM bind	Pf apPOL inh
[O-]c1n[n+](-c2ccc(Cl)cc2)no1	-3.8	x
Cc1cc(NC(=O)c2cnccn2)no1	1.0	-5.0
O=C(CN1CCN(Cc2ccccc2)C1=O)NCc1ccc(F)cc1	2.0	40.7

All compounds of this part, from the first entry:
SMILES	mHTT CaM bind	Pf apPOL inh
[O-]c1n[n+](-c2ccc(Cl)cc2)no1	-3.8	x
Cc1cc(NC(=O)c2cnccn2)no1	1.0	-5.0
O=C(CN1CCN(Cc2ccccc2)C1=O)NCc1ccc(F)cc1	2.0	40.7
COCCNC(=O)c1ccc(NC(C)=O)cc1	-0.4	-5.3
O=C(c1c[nH]c2ccccc12)N1CCC2(CC1)NC(=O)N(Cc1ccccc1)C2=O	62.1*	1.9
COC(=O)c1ccn([C@H]2CC(=O)[C@@H]3OC[C@H]2O3)n1	-3.5	x
CC1(C)CC(=O)c2c(noc2-c2ccccc2)C1	-21.5	-2.1
COc1ccc(C2Cn3cnc(-c4nc(-c5ccc(OC)cc5OC)no4)c3CO2)cc1 (stereo not given)	17.4	-5.6
CCN1CCN(C(=O)c2cnn(C)c2C(C)C)CC1	-0.9	-4.3
O=C(O)c1ccc(NC(CS(=O)(=O)Cc2cccc(F)c2)C(=O)O)c([N+](=O)[O-])c1 (stereo not given)	3.0	-5.4
COc1ccc(NC(=O)N2CCC(Cc3nc4cccnc4n3C(C)C)C2)c(OC)c1 (stereo not given)	9.8	-2.7
Cn1cc(CC(=O)NCc2cccs2)c2cccnc21	6.2	3.1
O=C(CSc1cn(Cc2ccc(F)cc2)c2ccccc12)NCC1CCCO1 (stereo not given)	42.0	-2.6
COc1ccccc1CNC(=O)C1CCN(c2c(C#N)cnc3ccccc23)CC1	4.5	-2.8
COc1ccc(C2=N/C(=C\C=C\c3ccccc3OC)C(=O)O2)c(Cl)c1	8.0	-3.3
Cc1ccnc(N2CCCC(C(=O)Nc3ccc(Cl)cc3C)C2)n1 (stereo not given)	-6.5	0.7
CC(=O)N1c2ccc(N=Cc3ccc(Cl)cc3)cc2CC1C (stereo not given)	5.0	4.1
COc1cc(CN2CCCN(C)CC2)c([N+](=O)[O-])cc1OC	-0.1	1.3
COc1cn(CC(=O)NCc2ccco2)c(CO)cc1=O	-1.2	5.6
CCn1c(=O)c(-c2nc(-c3cccc(Cl)c3)no2)c(O)c2ccc(F)cc21	-12.0	-1.4
Cc1cccc(C)c1NC(=O)C(=O)NCc1ccccn1	1.2	-2.2
COc1cccc(NC(=O)c2nn(-c3ccc(Cl)cc3)c(=O)c3ccccc23)c1	-1.0	0.6
COc1ccc(S(=O)(=O)Nc2ncccn2)cc1	-6.1	x
CCCCN(C)S(=O)(=O)c1ccc(F)c(C(=O)Nc2cc(Cl)ccc2OC)c1	-16.0	-17.6
COc1ccc(OC)c(C(=O)c2ccc(C(=O)O)cc2)c1	4.5	-3.9

Entries of single compounds, quoted from the list:
Listed for `O=C(CN1CCN(Cc2ccccc2)C1=O)NCc1ccc(F)cc1` : mHTT CaM bind = 2.0; Pf apPOL inh = 40.7
Listed for `CCN1CCN(C(=O)c2cnn(C)c2C(C)C)CC1` : mHTT CaM bind = -0.9; Pf apPOL inh = -4.3
Listed for `COc1ccc(C2=N/C(=C\C=C\c3ccccc3OC)C(=O)O2)c(Cl)c1` : mHTT CaM bind = 8.0; Pf apPOL inh = -3.3

Next part:
SMILES	mHTT CaM bind	Pf apPOL inh
CCOc1cccc2cc(C(=O)NC(C)=O)c(=Nc3ccc(C)cc3)oc12	0.0	-2.1
C1=NOC2c3ccccc3OCC12 (stereo not given)	1.6	-4.5
Cc1cccc(C(=O)N2CCc3nc(-c4ccc(F)cc4)ncc3C2)c1	-5.0	-0.1
Cc1ccccc1NC(=O)N1CCCC(C)(C(=O)NCc2ccc(F)cc2)C1 (stereo not given)	-2.9	0.5
Fc1ccc(-c2cc(-c3nnc4sc(-c5cccs5)nn34)[nH]n2)cc1	20.9	x
CC1Cc2nc(SCC(=O)Nc3ccc(F)cc3F)n(Cc3ccccc3)c(=O)c2S1 (stereo not given)	12.0	-1.1
Cn1cnnc1SCC(=O)Nc1ccc(Cl)cn1	-3.0	-8.5
CC1CCN(c2cnn(CC(=O)Nc3cccc(Cl)c3F)c(=O)c2Cl)CC1	-5.6	0.8
CCN1C(=O)CSC1=NC(C)Cc1ccccc1 (stereo not given)	-19.0	-4.2
Cc1cc(Cl)ccc1OCC(O)CN1CCN(c2ccccc2)CC1 (stereo not given)	93.4*	-4.4
O=C(C1CCC1)N1CCN(c2nc(CN3CCOCC3)cs2)CC1	8.1	3.1
Cn1cccc1C(=O)N1CCC2(CC1)NC(=O)N(Cc1ccc(Cl)cc1)C2=O	37.9	-3.5
CC1(C)C(C=C(Cl)Cl)C1C(=O)Nc1ccc([N+](=O)[O-])cc1 (stereo not given)	99.0*	-5.9
Cc1nc(C)c(C(=O)N2CCN(Cc3csc(-c4ccccc4)n3)CC2)s1	1.6	-3.3
Cc1c(C(=O)NC2CCCC2)oc2ccc(S(=O)(=O)N3CCCCC3)cc12	8.0	-16.5
COC(=O)c1sccc1NC(=O)N1CCn2cccc2C1C(C)C (stereo not given)	-1.5	-5.2
O=C1CSC(c2ccccc2Br)N1c1ccc(Br)cc1 (stereo not given)	-21.0	-1.6
Cc1c(Cl)c(C)c([N+](=O)[O-])c(O)c1C=Nc1ccccc1	5.0	0.3
CCCc1cc2c(=O)c(-c3ccc4c(c3)OCCO4)c(CC)oc2cc1O	14.8&14.0	-1.6&-0.6
CC(=O)C(Sc1ncnc2c1nnn2-c1ccc(F)cc1)C(=O)N(C)C (stereo not given)	18.9	6.9
N#Cc1c(SCC(=O)Nc2nccs2)nc2c(c1-c1ccco1)CCCC2	5.0	-1.9
O=C1CN(C(=O)/C=C/c2ccccc2)C(c2ccc(F)cc2)c2cc(Br)ccc2N1 (stereo not given)	-1.0	-6.0
CC(C)n1c(CC2CCN(C(=O)CSc3ccccc3)C2)nc2cccnc21 (stereo not given)	1.2	0.0
CCC(C)NC(=O)c1ccc(-c2ccc(C)cc2)nc1 (stereo not given)	-10.5	-3.6
NC(=O)c1c(NC(=O)C2CC=CCC2C(=O)O)sc2c1CCCCC2 (stereo not given)	3.2	-2.5

The list continues:
SMILES	mHTT CaM bind	Pf apPOL inh
COc1ccc(-n2c(N(C)C)nc3cc(C(=O)NCC4CC4)sc32)cc1	45.7	-0.8
CCOc1ccc(C(=O)N2CCC3(CC2)NC(=O)c2cccc(Cl)c2N3)cc1	13.6	-0.3
COc1ccc(/C=C2\NC(=O)N(Cc3ccc(Cl)cc3)C2=O)cc1I	-6.0	6.1
Cc1ccc2nc(SCC(N)=O)nc(C)c2c1	-0.2	1.1
CCCCN(CC)CCNC(=O)c1cn(C2CCCC2)c(=O)c2c1c1ccccc1n2C	2.0	-1.9
CCN(Cc1ccccc1)C(=O)c1noc2c1CC(C)CC2 (stereo not given)	-24.0	-2.5
COc1cccc(C2NC(=O)CCC2[N+](=O)[O-])c1 (stereo not given)	2.0	-4.1
CC(=O)NCCc1csc(C2CCN(C(=O)c3ccccc3)CC2)n1	-0.6	1.9
CCCCC(C(=O)Nc1ccccc1Cl)N1C(=O)c2ccccc2C1=O (stereo not given)	-27.2	-8.3
Cc1ccc(N=C2c3cc([N+](=O)[O-])ccc3-c3ncccc32)cc1	1.0	-2.6
Cc1sc(NC(=O)C2C3CCC(O3)C2C(=O)O)c(C(N)=O)c1-c1ccc(C(C)C)cc1 (stereo not given)	20.0	-3.2
O=C1OC(c2cccc(Br)c2)=N/C1=C\c1cccnc1	1.0	-3.7
COc1ccc(C(=O)CSc2nc(O)cc(=O)[nH]2)cc1	2.6	-2.8
N#C/C(=C\c1ccc(F)cc1)c1nc(C2CC2)cs1	-49.1	-2.9
O=C(O)c1cn(-c2ccc3c(c2)CCC3)nn1	-7.0	-1.8
CCN1CCN(c2nc(Cc3ccccc3)nc3sc4c(c23)CCCC4)CC1	66.2*	-5.7
Cc1cc(-c2nnc(-c3ccc4c(c3)OCO4)o2)ccc1[N+](=O)[O-]	1.0&11.2	17.7&-8.4
Cc1ccc(S(=O)(=O)N2CN3CN(C2)CN(S(=O)(=O)c2ccc(C)cc2)C3)cc1	-4.0	-4.0
O=C(Nc1cc(Cl)ccc1Cl)c1ccc(F)cc1	-21.5	0.8
O=C(CN1N=C(c2ccccc2)CCC1=O)NCc1ccc(F)cc1Cl	3.0	-9.1
Cc1ccc2c(c1)N(c1cccc(Cl)c1F)C=C(C#N)S2(=O)=O	-10.1	-1.5
COc1ccc(C(Nc2cccc(C)n2)c2ccc3cccnc3c2O)cc1 (stereo not given)	100.0*	3.4
COCC(=O)N1CCCn2cc(-c3ccccc3F)nc21	4.1	1.3
Cc1cccc(C(=O)N2CCN(c3ccc4c(c3)OCO4)C(=O)C2C)c1 (stereo not given)	4.2	-1.7
O=C(Nc1cnc(N2CCCCC2)nc1)c1cc(F)cc(F)c1	2.2	-1.1

Later entries:
SMILES	mHTT CaM bind	Pf apPOL inh
O=[N+]([O-])c1ccc(OCCCN2CCCCC2)cc1	-2.0	-5.5
CCc1ccc(C2=CC(c3cccc(C)c3)n3nnnc3N2)cc1 (stereo not given)	-54.0	9.5
COc1ccc(C2C(C(=O)Nc3ccccn3)=C(C)NC3=C2C(=O)CCC3)c(OC)c1 (stereo not given)	2.0	5.0
COc1ccc(C=CC(=O)c2cc(Cl)cc(Cl)c2O)cc1OC	11.0	-3.4
COc1ccc(N)c(NC(=O)c2ccco2)c1	1.3	-5.2
N#Cc1ccccc1Cn1c(-c2nonc2NC(=O)c2ccccc2)nc2ccccc21	11.0	-0.8
COc1ccc(-c2csc(/C(C#N)=C/Nc3cccc(Br)c3)n2)cc1OC	0.7	-4.9
Cc1cc(CNC(=O)Nc2csc3ccccc23)no1	x	-3.7
CCN1C=C(C(=O)OCc2cc(F)cc(F)c2)C(C)=NS1(=O)=O	-3.4	1.4
Cc1c(C(=O)NCC(F)(F)F)nnn1-c1nccs1	-8.5	6.5
Cc1cccc2nnc(N3CCN(C(=O)c4ccc(Br)cc4)CC3)n12	7.8	2.6
O=C(C1CCCC1)N1CCCC2(CC(c3cccnc3)=CO2)C1 (stereo not given)	-1.4	-4.5
Cc1ccc(CN2CCCn3nc(C(=O)N4CCC5(CC4)OCCO5)cc3C2=O)cc1	13.6	1.1
CC(NC(=O)c1cnn2c3c(cnc12)CCCCCC3)c1ccc2c(c1)OCCO2 (stereo not given)	-2.2	1.1
COc1ccc(C2=NC3(CCN(CC(=O)NCc4ccc(F)cc4)CC3)NC2=O)cc1	5.8	12.8
O=C1N=C(N2CCOCC2)S/C1=C\c1ccccc1	4.0	1.6
Nc1nnc(SCC(=O)NC2CCCC2)s1	1.8&-4.9	-4.8
NC(=NOC(=O)c1cccc(Cl)c1)c1ccc2nonc2c1	x	-7.4
O=[N+]([O-])c1ccc(-c2nnc3ccc4ccccc4n23)cc1	-4.0	-13.4
Fc1ccc(OCc2nc(-c3ccncc3)no2)c(F)c1	-9.8	x
O=C(NCc1ccc(Cl)cc1)c1cc(-c2ccc(Cl)cc2)on1	-8.0	-2.3
Cc1ccc(-c2noc(Cn3ccnc3)n2)cc1C	2.2	-2.4
CC1=NN(c2nc(-c3cccc([N+](=O)[O-])c3)cs2)C(=O)/C1=C/c1ccc(N(C)C)cc1	27.0	-0.3
O=C(CSc1nc2c(cnn2-c2cccc(Cl)c2)c(=O)[nH]1)NCC1CCCO1 (stereo not given)	-13.0	-10.2
O=C1CCCC2=C1C(c1cccnc1)C1=C(CCCC1=O)O2	0.1&-12.8	-1.7&-6.7

Some of the entries so far, bar-delimited.
Structure | mHTT CaM bind | Pf apPOL inh
CC1=NN(c2nc(-c3cccc([N+](=O)[O-])c3)cs2)C(=O)/C1=C/c1ccc(N(C)C)cc1 | 27.0 | -0.3
CC(NC(=O)c1cnn2c3c(cnc12)CCCCCC3)c1ccc2c(c1)OCCO2 (stereo not given) | -2.2 | 1.1
NC(=NOC(=O)c1cccc(Cl)c1)c1ccc2nonc2c1 | x | -7.4

Sorted by number of heavy atoms (ascending): part of the list above.
SMILES	mHTT CaM bind	Pf apPOL inh
Cc1ccc(-c2noc(Cn3ccnc3)n2)cc1C	2.2	-2.4
Fc1ccc(OCc2nc(-c3ccncc3)no2)c(F)c1	-9.8	x
CCc1ccc(C2=CC(c3cccc(C)c3)n3nnnc3N2)cc1 (stereo not given)	-54.0	9.5
